V1R ag counter – V1a receptor agonism, counter-screen for OXTR agonists | P37288 | CHO-V1R cells, Fluo-8 calcium fluorescence, agonist mode; 0% DMSO, 100% 3 nM vasopressin | activation, % at 3 µM | 320,000 tested, 0.25% active;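 active means activation above the mean activation of all tested compounds plus 3 SD, per screening run, cut at about 20% in these data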;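 further: signal is peak over basal fluorescence ratio across a 100 second FLIPR read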
Target sequence (P37288 whole entry, looked up): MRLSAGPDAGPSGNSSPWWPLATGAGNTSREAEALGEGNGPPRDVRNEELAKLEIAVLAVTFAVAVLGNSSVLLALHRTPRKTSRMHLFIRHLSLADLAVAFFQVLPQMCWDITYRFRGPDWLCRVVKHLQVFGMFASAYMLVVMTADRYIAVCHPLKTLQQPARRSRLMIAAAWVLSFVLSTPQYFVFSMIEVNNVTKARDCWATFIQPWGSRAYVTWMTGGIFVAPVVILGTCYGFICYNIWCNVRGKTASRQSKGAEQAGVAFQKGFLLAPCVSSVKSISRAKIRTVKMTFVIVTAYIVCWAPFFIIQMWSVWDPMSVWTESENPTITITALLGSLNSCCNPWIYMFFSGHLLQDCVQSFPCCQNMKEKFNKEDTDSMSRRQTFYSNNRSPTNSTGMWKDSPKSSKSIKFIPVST
CHRM1 antagonist – blocks human M1 muscarinic receptor; P11229; CHO-K1 hM1, Fluo-8 calcium fluorescence, ACh EC80 antagonist; inhibition, % at 3 µM; 360,000 tested, 1.3% active; AID 588852;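 active means percent inhibition above its own plate's cutoff, namely the mean of that plate's compound wells plus 3 SD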;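 further: peak over basal fluorescence ratio during 140 s after agonist addition; 0% = ACh EC80 plus DMSO and 100% = DMSO alone without agonist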
TAAR1 antagonist – antagonists of human TAAR1; AID 624466; CHO RD-HGA16 TAAR1, Fluo-8 calcium fluorescence, antagonist; 360,000 tested, 1.5% active; inhibition, % at 3 µM;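 active means inhibition above a per-plate cutoff, the mean inhibition of test compounds on that plate plus 3 SD, cut at about 49% in these data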;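 further: 0% = DMSO plus EC80 beta-PEA response and 100% = DMSO alone without agonist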
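Test system – hTAAR1-expressing CHO RD-HGA16 cells, Gα16-coupled · Also added – β-PEA at EC80 concentration, post-compound challenge · Compound – 3 µM, single point · Incubation – dye loading 75 min at 37 °C, then 30 min room temperature · Measured by – Fluo-8 intracellular calcium dye fluorescence, real-time kinetic reads · Benchmarks – vehicle and agonist controls · Replicates – singlicate, one well per test compound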
TAAR1 ag – human TAAR1 agonism | Q96RJ0 | CHO RD-HGA16 TAAR1, Fluo-8 calcium fluorescence; vehicle wells 0%, saturating PEA agonist 100% | activation, % at 3 µM | 360,000 tested, 0.99% active | AID 624467;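 active means activation above the mean activation of all test compounds in the run plus 3 SD, cut at about 38% in these data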
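Assay system: CHO-derived RD-HGA16 cells with stable Gα16 and human TAAR1; timing: 17-24 h seeding, 75 min 37 °C dye, 30 min RT; read-out: % activation from peak over basal fluorescence ratio, DMSO-to-PEA scaled; measured by: kinetic Fluo-8 calcium fluorescence; benchmarks: low control DMSO, high control PEA (EC100); doses: 3 µM single concentration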
OXTR potentiator – potentiates the human oxytocin receptor response; activation, % at 3 µM; P30559; AID 2445; 320,000 tested, 0.061% active; CHO-OTR cells, Fluo-8 calcium fluorescence, potentiator mode; 0% = oxytocin EC15, 100% = EC100;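 active means activation above that plate's cutoff, the mean activation of tested compounds plus 3 SD, cut at about 6.6% in these data, passing the limit was not always enough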;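 further: 100% uses oxytocin at 75 nM as the full agonist control; some results filed as inactive read as strong as hits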
Target sequence (P30559 whole entry, looked up): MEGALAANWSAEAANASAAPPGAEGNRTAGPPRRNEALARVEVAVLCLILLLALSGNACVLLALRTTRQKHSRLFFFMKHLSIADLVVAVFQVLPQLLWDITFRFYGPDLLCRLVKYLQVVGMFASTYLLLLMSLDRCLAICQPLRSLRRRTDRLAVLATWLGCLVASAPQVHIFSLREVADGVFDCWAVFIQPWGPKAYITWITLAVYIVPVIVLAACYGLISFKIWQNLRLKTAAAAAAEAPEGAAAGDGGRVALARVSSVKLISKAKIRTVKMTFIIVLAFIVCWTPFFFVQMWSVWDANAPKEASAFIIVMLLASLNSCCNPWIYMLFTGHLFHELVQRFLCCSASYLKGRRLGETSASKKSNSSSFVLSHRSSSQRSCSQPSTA
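Dosing: Single dose, 3.0 µM nominal final compound concentration | Material: Human OTR in CHO cells | Technique: Kinetic Fluo-8 calcium fluorescence | Benchmarks: EC15 oxytocin alone as 0%, 75 nM oxytocin as 100% | Probe or stimulus: Oxytocin at about EC15, sub-maximal agonist stimulus | Incubation: Compound 6 min at room temperature before oxytocin, 100 s read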
CHRM1 agonist – human M1 muscarinic receptor agonism. P11229. activation, % at 3 µM. 360,000 tested, 0.33% active. CHO-K1 hM1, Fluo-8 calcium fluorescence, agonist mode; 0% DMSO, 100% acetylcholine EC100;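 active means activation above the run's mean compound activation plus 3 SD, cut at about 16% in these data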;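 further: peak over basal fluorescence ratio within a 140 s kinetic read after compound addition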
OXTR agonist – human OXTR agonism. CHO-OTR cells, Fluo-8 calcium fluorescence; normalized: DMSO 0%, oxytocin 100%. activation, % at 3 µM. 320,000 tested, 0.32% active. AID 2435;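 active means activation above the mean of all tested compounds plus 3 SD, cutoff set per screening run, cut at about 20% in these data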;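 further: peak over basal fluorescence ratio from a 100 s FLIPR kinetic read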
M1 PAM – positive allosteric modulators of human M1 muscarinic receptor | CHO-K1 hM1, Fluo-8 calcium fluorescence, ACh EC20; 0% = ACh EC20, 100% = maximal ACh | AID 588819 | 360,000 tested, 0.088% active | P11229 | activation, % at 3 µM; in the data active means activation above about 19%, passing the limit was not always enough
CHO parental Ca – counter-screen for OX1R antagonists: effect in parental CHO cells | parental CHO-K1, ATP-induced calcium, Fluo-8 fluorescence | 330,000 tested, 0.63% active | inhibition, % at 5.6 µM | AID 463079;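 active means inhibition above that plate's mean sample inhibition plus 3 SD, cut at about 26% in these data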;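 further: 0% = ATP-challenged DMSO wells and 100% = DMSO wells without ATP; some compounds past the cut are filed as inactive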
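test system = CHO parental line | reagent = ATP stimulus | measured by = intracellular calcium via Fluo-8 no-wash fluorescent dye | control set = ATP and no-ATP DMSO wells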
* = called active by the depositor; . = no result given.

[1] COc1ccc(S(=O)(=O)N2CCC3CC2c2c(-c4ccc(C(F)(F)F)cc4)cccc23)cc1 (stereo not drawn)
[2] CC1(C)CC2CC(C)(CN2S(=O)(=O)c2cccc(C(N)=O)c2)C1 (stereo not drawn)
[3] O=C(NCc1ccccc1Cl)C1CCC(CNc2c(N3CCOCC3)c(=O)c2=O)CC1 (stereo not drawn)
[4] COc1cc(/C=N\Nc2ccc([N+](=O)[O-])cn2)ccc1OCC(=O)O
[5] Nc1ccccc1NC(=O)NC(=O)c1ccccc1
[6] COc1cc(C2/C(=C(/O)c3ccccc3)C(=O)C(=O)N2c2ccccn2)ccc1O (stereo not drawn)
[7] CCOC(=O)C1CCCN(C(=S)Nc2ccc(OC)cc2)C1 (stereo not drawn)
[8] CC(Sc1nnc(CNC(=O)c2ccccc2F)n1C)C(=O)Nc1nccs1 (stereo not drawn)

entry no. | 1 | 2 | 3 | 4 | 5 | 6 | 7 | 8
CHRM1 agonist | -2 | -1 | -1 | . | 3 | -5 | 57* | -5
CHO parental Ca | . | -9 | -9 | -10 | -9 | 6 | 5 | -10
V1R ag counter | . | 1.0 | 0.1 | -0.2 | 2.7 | 0.8 | -0.6 | 1.7
OXTR potentiator | . | -4 | -5 | -9 | -14 | -9 | -3 | -6
M1 PAM | -2 | 7 | 6 | . | 14 | 0 | -17 | 1
TAAR1 antagonist | -17 | 0 | . | . | -18 | -17 | 33 | -5
CHRM1 antagonist | 12 | -9 | -10 | . | -16 | -1 | 58* | 2
TAAR1 ag | 0 | 26 | . | . | 20 | 12 | 44* | 9
OXTR agonist | . | -0.7 | -0.2 | -0.7 | 7.8 | 2.6 | 0.7 | -0.4

Brought forward from above: 3 compounds; new compounds follow.
[6] COc1cc(C2/C(=C(/O)c3ccccc3)C(=O)C(=O)N2c2ccccn2)ccc1O (stereo not drawn)
[7] CCOC(=O)C1CCCN(C(=S)Nc2ccc(OC)cc2)C1 (stereo not drawn)
[8] CC(Sc1nnc(CNC(=O)c2ccccc2F)n1C)C(=O)Nc1nccs1 (stereo not drawn)
[9] CCn1c(N)c(C(=O)NCC2CCCO2)sc1=S (stereo not drawn)
[10] COc1ccc(CNS(=O)(=O)c2c(C)[nH]c(C)c2C(=O)N2CCCCC2)cc1
[11] COc1ccc(-c2coc3c(C(=O)Nc4cccc(C(C)=O)c4)cccc23)c(C)c1
[12] O=C(N1CCCC1)N1CCN(S(=O)(=O)c2ccccc2)CC1
[13] NC(=O)COc1ccc(=O)n(-c2ccccc2)n1
[14] CCOc1ccccc1NC(=O)CCCc1ccc(OC)c(C)c1
[15] COc1cccc(S(=O)(=O)NCC(=O)N2CCCCCC2)c1
[16] CC1CCCCN1C(=O)COC(=O)c1cc([N+](=O)[O-])ccc1N1CCOCC1 (stereo not drawn)

entry no. | 6 | 7 | 8 | 9 | 10 | 11 | 12 | 13 | 14 | 15 | 16
CHRM1 agonist | -5 | 57* | -5 | -4 | -3 | 4 | -4 | -3 | -4 | -8 | -1
CHO parental Ca | 6 | 5 | -10 | -12 | -18 | . | 2 | -7 | -30 | -4 | -25
V1R ag counter | 0.8 | -0.6 | 1.7 | 0.7 | -0.4 | . | 0.5 | 0.3 | -0.8 | 0.6 | -0.2
OXTR potentiator | -9 | -3 | -6 | -14 | 2 | . | -3 | -1 | -20 | 3 | -8
M1 PAM | 0 | -17 | 1 | 11 | 5 | 16 | 5 | -1 | 8 | 7 | 10
TAAR1 antagonist | -17 | 33 | -5 | 4 | -4 | 57* | -31 | -19 | 11 | -9 | 1
CHRM1 antagonist | -1 | 58* | 2 | -11 | -7 | -5 | 0 | -7 | -19 | -9 | -12
TAAR1 ag | 12 | 44* | 9 | 17 | 0 | 1 | 2 | 1 | 2 | 0 | 3
OXTR agonist | 2.6 | 0.7 | -0.4 | 0.7 | 0.5 | . | 0.8 | 0.7 | -1.1 | 1.5 | 0.2

[17] C/C(Nc1ccc(F)cc1)=C(/C#N)C(N)=O
[18] Cc1cc(C(=O)CCl)c(C)n1Cc1ccco1
[19] CCOC(=O)Nc1ccc(C)cc1Br
[20] Brc1cccc(OCCN2CCc3ccccc3C2)c1
[21] CN(C)c1ccc(CN(CC2CCCO2)C(=O)c2cc3ccccc3o2)cc1 (stereo not drawn)
[22] Cc1ccc(NC(=O)c2ccccc2NC(=O)c2cccs2)cc1
[23] Cc1ccc2c(C(=O)CN3CCN(C(=O)c4ccco4)CC3)c(C)[nH]c2c1
[24] COC(=O)/C=C/S(=O)(=O)c1ccc(NC(C)=O)cc1

entry no. | 17 | 18 | 19 | 20 | 21 | 22 | 23 | 24
CHRM1 agonist | -3 | -2 | -2 | -10 | -4 | -3 | -2 | -2
CHO parental Ca | -1 | -9 | -1 | -24 | . | -3 | -4 | 13
V1R ag counter | 0.1 | 0.4 | 2.9 | -0.9 | . | -0.2 | 0.8 | 0.1
OXTR potentiator | -13 | 0 | -16 | -3 | . | 3 | 1 | 3
M1 PAM | 2 | 13 | 11 | -18 | 6 | -6 | 10 | 7
TAAR1 antagonist | 12 | 6 | 3 | 1 | 0 | -3 | 4 | 0
CHRM1 antagonist | 3 | -14 | -17 | 19 | 3 | -3 | -13 | -2
TAAR1 ag | 5 | -1 | -1 | 18 | 5 | 1 | 2 | 4
OXTR agonist | -0.6 | -0.1 | -1.1 | -0.4 | . | -0.3 | 0.1 | -0.2

[25] Cn1cnc([N+](=O)[O-])c1Sc1nc(N)nc2c1ncn2C1OC(CO)C(O)C1O (stereo not drawn)
[26] CCNc1nc(NC(C)C)nc(OCCOC(=O)Nc2ccccc2)n1
[27] Cc1ccc(NC(=O)C(C)OC(=O)CCNS(=O)(=O)c2ccc(C)cc2)cc1 (stereo not drawn)
[28] COc1cccc2c1OC1(C)CC2NC(=O)N1c1cccc(C(=O)N2CCN(c3ccccc3)CC2)c1 (stereo not drawn)
[29] N#CNC(=Nc1cccc(F)c1)SCc1ccccc1F
[30] CC1(C)NC(=O)N(CC(=O)OCC(=O)Nc2cccc(S(N)(=O)=O)c2)C1=O
[31] Cc1ccc(Cc2c(-c3ccc(F)cc3)nc3ccc(Br)cn23)cc1
[32] Cc1c(N=Cc2ccccn2)c(=O)n(-c2ccccc2)n1C

entry no. | 25 | 26 | 27 | 28 | 29 | 30 | 31 | 32
CHRM1 agonist | -4 | -7 | -1 | -5 | -2 | -6 | -7 | -3
CHO parental Ca | . | -25 | -9 | -20 | -1 | -3 | . | -1
V1R ag counter | . | -0.5 | 2.0 | -0.4 | 8.2 | -0.2 | . | 0.3
OXTR potentiator | . | 0 | -12 | -4 | -15 | -13 | . | 3
M1 PAM | -1 | 1 | 6 | 9 | -12 | -2 | -5 | -1
TAAR1 antagonist | 8 | -13 | -27 | -8 | -10 | 12 | 18 | 16
CHRM1 antagonist | -5 | 1 | -4 | -2 | 6 | 7 | -11 | -4
TAAR1 ag | 1 | 7 | -1 | 2 | 10 | 4 | 0 | 2
OXTR agonist | . | -1.2 | -0.3 | -0.6 | 6.9 | 0.0 | . | 0.9

[33] CCn1cc(C2=NC(CCSC)CO2)c2ccccc21 (stereo not drawn)
[34] CC(C)[C@H](CO)Nc1nc(Nc2ccc(Cl)c(C(=O)O)c2)c2ncn(C(C)C)c2n1
[35] O=C(Nc1cccc(F)c1)c1ccc(Cn2cc([N+](=O)[O-])cn2)o1
[36] C=CCn1c(=NC(=O)CN2C(=O)CCC2=O)sc2cc(S(N)(=O)=O)ccc21
[37] C=CCn1c(C(c2ccccc2)c2ccccc2)n[nH]c1=S
[38] C(=C\c1ccccc1)/C=N/n1cnnc1
[39] N#C/C(=C(/O)c1ccc(F)cc1)c1nc2ccccc2s1
[40] CCN(CC)C(=O)CN1C(=O)C(=O)c2ccccc21

entry no. | 33 | 34 | 35 | 36 | 37 | 38 | 39 | 40
CHRM1 agonist | -8 | -4 | -1 | 2 | -8 | -5 | 4 | -6
CHO parental Ca | -13 | -3 | 3 | 2 | -15 | 5 | 1 | -10
V1R ag counter | -1.2 | 1.1 | 5.6 | 1.2 | -1.4 | 0.1 | 7.9 | 2.0
OXTR potentiator | -10 | 2 | -14 | -5 | 2 | 0 | -34 | 2
M1 PAM | 3 | 7 | -5 | 14 | 5 | 7 | -2 | 10
TAAR1 antagonist | -17 | -3 | 4 | -20 | 6 | -9 | 11 | 14
CHRM1 antagonist | 1 | 2 | 22 | -4 | -5 | -8 | 2 | -8
TAAR1 ag | 7 | -1 | 3 | 0 | -1 | 24 | 15 | 7
OXTR agonist | -1.5 | 0.1 | 5.0 | 1.3 | -1.9 | 0.8 | 15 | 2.6

[41] CCOc1ccccc1NC(=O)CSc1nnc2ccc(-c3ccncc3)nn12
[42] Cc1cc(N2CC(=O)N(CCc3ccccc3)C(=O)C2)n2ncnc2n1
[43] Cc1cccc2nc(-c3cccnc3)c(NCCC(C)C)n12
[44] CC1CC(C)CN(CCC(=O)Nc2ccc3c(c2)CCC3)C1 (stereo not drawn)
[45] COc1cccc(CN(C(=O)COc2ccc(C)cc2)C2CCS(=O)(=O)C2)c1 (stereo not drawn)
[46] Cc1ccc(-c2[nH]nc3c2C(c2ccoc2)C(C#N)=C(N)O3)cc1C (stereo not drawn)
[47] COc1ccc(/C=N/NC(=O)c2ccccc2)cc1OS(=O)(=O)c1ccccc1
[48] CCN1CCN(C(=S)NC(=O)c2cccs2)CC1
[49] Cn1nc(C(F)(F)F)c(C(=O)Nc2ccc(Cl)cc2)c1Cl
[50] CC1CCCN(CCCCOc2cccc(Br)c2)C1 (stereo not drawn)
[51] CCCCc1cc(=O)oc2cc(OCC(=O)N(CC)CC)c(Cl)cc12

entry no. | 41 | 42 | 43 | 44 | 45 | 46 | 47 | 48 | 49 | 50 | 51
CHRM1 agonist | -6 | -2 | -8 | -10 | -1 | -9 | -5 | -4 | -7 | -7 | -1
CHO parental Ca | -14 | -3 | -21 | -15 | -20 | -11 | -19 | -1 | 5 | -1 | -14
V1R ag counter | 0.2 | 3.7 | -1.1 | -0.1 | 1.8 | 1.2 | 0.4 | 0.0 | 0.1 | 0.9 | -1.5
OXTR potentiator | 3 | -2 | 7 | -13 | -3 | -5 | 3 | 1 | -6 | 0 | -1
M1 PAM | 14 | 5 | 2 | 3 | 4 | 0 | -1 | 13 | 17 | -25 | 1
TAAR1 antagonist | -9 | 14 | -2 | -6 | -7 | . | 40 | -26 | 11 | -1 | -3
CHRM1 antagonist | -24 | -1 | -15 | -1 | -4 | -7 | -2 | -13 | -18 | 33* | 1
TAAR1 ag | 0 | 7 | 5 | 17 | 0 | . | 8 | 3 | -1 | 1 | 1
OXTR agonist | -0.8 | 5.5 | -2.4 | -0.3 | 1.0 | -0.6 | 0.1 | 0.8 | -0.3 | 3.5 | -0.8

Screening data from PubChem.
